3CLpro inhibitor – SARS-CoV 3CLpro protease inhibitors, primary screen, biochemical, quenched FRET | Replicase polyprotein 1ab (Severe acute respiratory syndrome coronavirus), P0C6X7 | recombinant SARS-CoV 3CLpro, quenched FRET peptide cleavage | inhibition, % at 6 µM | 0.14% of 290,000 active; in the data active means inhibition above about 12%
Anthrax LF inh2 – Bacillus anthracis LF protease inhibitors, primary screen, biochemical, multiplex microsphere, MLPCN library | 0.12% of 360,000 active | AID 588501, 2011 | Lethal factor (Bacillus anthracis), P15917 | multiplex microsphere protease cleavage assay | inhibition, % at 10 µM; further: plate controls were buffer without enzyme for full effect and enzyme alone for no effect
Target sequence (P15917 whole entry, looked up): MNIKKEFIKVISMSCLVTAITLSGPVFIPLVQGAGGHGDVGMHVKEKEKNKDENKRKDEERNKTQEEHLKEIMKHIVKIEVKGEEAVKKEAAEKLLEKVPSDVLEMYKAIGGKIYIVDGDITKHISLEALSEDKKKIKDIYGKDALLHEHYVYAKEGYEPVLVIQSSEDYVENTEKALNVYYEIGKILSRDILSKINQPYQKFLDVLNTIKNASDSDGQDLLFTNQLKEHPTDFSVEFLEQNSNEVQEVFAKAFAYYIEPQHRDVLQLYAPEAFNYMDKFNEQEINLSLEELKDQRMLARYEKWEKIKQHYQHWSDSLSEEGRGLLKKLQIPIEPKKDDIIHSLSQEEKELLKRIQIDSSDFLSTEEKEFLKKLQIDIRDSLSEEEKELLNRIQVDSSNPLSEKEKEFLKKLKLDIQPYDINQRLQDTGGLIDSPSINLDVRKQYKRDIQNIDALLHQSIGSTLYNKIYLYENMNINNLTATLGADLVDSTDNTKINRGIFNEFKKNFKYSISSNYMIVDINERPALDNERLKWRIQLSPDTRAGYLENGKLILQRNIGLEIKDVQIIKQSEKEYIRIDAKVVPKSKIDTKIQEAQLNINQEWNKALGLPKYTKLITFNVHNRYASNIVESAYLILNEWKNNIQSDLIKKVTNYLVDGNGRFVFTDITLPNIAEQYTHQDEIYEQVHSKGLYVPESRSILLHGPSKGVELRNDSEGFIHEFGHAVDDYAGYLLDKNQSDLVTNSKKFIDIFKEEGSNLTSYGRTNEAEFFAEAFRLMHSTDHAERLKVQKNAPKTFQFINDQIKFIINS
BoNT F protease – BoNT/F light chain protease inhibitors, primary screen, biochemical, flow cytometry, MLPCN library | 0.22% of 360,000 active | inhibition, % at 10 µM | Botulinum neurotoxin type F light chain protease (Clostridium botulinum) | AID 588497, 2011 | Multiplex microsphere protease cleavage assay; in the data active means inhibition above about 35%, passing the limit was not always enough; inconclusive means no clear call, values can overlap the other calls; further: plate controls were buffer without enzyme for full effect and enzyme alone for no effect
BoNT A protease – BoNT/A light chain protease inhibitors, primary screen, biochemical, flow cytometry, MLPCN library | Botulinum neurotoxin type A light chain protease (Clostridium botulinum A str. ATCC 3502) | multiplex microsphere protease substrate cleavage | inhibition, % at 10 µM | 0.17% of 360,000 active | AID 588499, 2011; further: plate controls were buffer without enzyme for full effect and enzyme alone for no effect
CCHFV vOTU inh – CCHFV vOTU protease inhibitors, primary screen, biochemical, Pep-AMC substrate, fluorescence | 0.55% of 370,000 active | AID 651958, 2012 | inhibition, % at 11.5 µM; in the data active means inhibition above about 30%; further: 0% = vehicle wells with enzyme and 100% = no enzyme wells
Rv3671c protease – Rv3671c serine protease inhibitors, primary screen, biochemical, fluorescence polarization, M. tuberculosis H37Rv; P9WHR9; 0.048% of 320,000 active; inhibition, % at 5.96 µM; in the data active means inhibition above about 38%;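 further: extracellular domain of Rv3671c used as enzyme; 0% = enzyme with DMSO and 100% = no enzyme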
SSB-PriA inh – inhibitors of Klebsiella pneumoniae PriA binding to SSB C-terminal tail, primary screen, biochemical, AlphaScreen; 0.6% of 430,000 active; inhibition, % at 33 µM; AlphaScreen SSBct-PriA binding, biotinylated peptide; in the data active means inhibition mostly above about 37%, no sharp cut-off; inactive means mostly below about 20%;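 further: plate controls were negative control peptide for no effect and reference peptide for full effect; strong numbers were not always called active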
PrPC TRFRET – inhibitors of human cell surface prion protein PrPC, primary screen, cell-based, TR-FRET. Major prion protein (Homo sapiens), P04156. TR-FRET read-out. inhibition, % at 13.8 µM. 0.43% of 370,000 active. AID 720596, 2013; in the data active means inhibition above about 24%; further: 0% = median of the test wells and 100% = reference compound wells
MazF activator – activators of E. coli MazEF toxin-antitoxin RNase, primary screen, biochemical, fluorescence, uHTS | Endoribonuclease toxin MazF (Escherichia coli (strain K12)), P0AE70 | FAM/BHQ RNA-DNA oligo cleavage fluorescence, 5 h | activation, % at 20 µM | 0.32% of 350,000 active | AID 504720, 2011; in the data active means activation above about 50%
DUSP3 inh – VHR1 phosphatase inhibitors, primary screen, biochemical, absorbance, uHTS; Dual specificity protein phosphatase 3 (Homo sapiens), P51452; recombinant VHR phosphatase, pNPP absorbance; inhibition, % at 13.3 µM; 0.52% of 290,000 active; in the data active means inhibition above about 50%; further: some compounds called inactive have numbers as strong as hits
Target sequence (P51452 whole entry, looked up): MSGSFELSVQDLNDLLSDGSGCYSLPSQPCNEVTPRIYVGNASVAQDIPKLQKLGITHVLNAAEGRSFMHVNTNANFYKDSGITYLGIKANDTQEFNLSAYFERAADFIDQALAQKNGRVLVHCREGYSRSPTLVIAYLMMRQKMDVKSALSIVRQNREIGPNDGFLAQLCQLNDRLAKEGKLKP
The depositor's hits bear a star; i = inactive; ? = inconclusive; / = no result given; & = joins results of further samples. Unless noted, no stated cut-off is given here; in the data, active means inhibition above about 30%; inconclusive means no clear call, values can overlap the other calls; inactive means below that. This is a subset; count on the stated rates, not on these rows.

Each structure is followed by: MazF activator, Anthrax LF inh2, DUSP3 inh, Rv3671c protease, BoNT F protease, PrPC TRFRET, 3CLpro inhibitor, CCHFV vOTU inh, BoNT A protease, SSB-PriA inh
CC(=O)NC(CC(=O)NC1CCCCC1)c1ccccc1 (centres undefined)
 : 5, -2, -10, 1, -7, -4, 2, -5, -1.1, -8
CCNc1nnc(SCC(=O)c2cc(C)n(C3CC3)c2C)s1
 : 1, -5, /, /, -7, 1, /, 11, 1.4, 7
COc1ccc(C2=NN(c3nc(C(=O)O)cs3)C(O)(C(F)(F)F)C2)c(OC)c1 (centres undefined)
 : 2, 0, 14, -2, 1, 4, 8, -47, 0.2, 1
CC(=O)NCCc1cc2cc(C)c(C)cc2[nH]c1=O
 : 9, -5, 2, -13, -10, 3, 3, -1, -0.3, 0
COc1cccc(NC(=O)c2cc([N+](=O)[O-])ccc2N2CCN(C)CC2)c1
 : 3, 0, 4, -8, -6, -26, 1, 1, -0.1, 7
CCOC(=O)c1sc(NC(=O)CSc2ncn[nH]2)c(C#N)c1C
 : 4, -1, 16, -11, -10, 1, 1, -6, 0.1, 9
CCCn1cc(S(=O)(=O)CC(=O)Nc2ccc(OCC)cc2)c2ccccc21
 : -3, 3, 1, 5, -2, 0, 1, 5, -0.1, -21&-7
CNC(=O)c1nnc(Cc2ccc(F)cc2)o1
 : 11, 2, 0, 3, 6, 1, /, 3, 0.1, -18
CCOC(=O)N1CCN(C(=O)COC(=O)CNC(=O)c2ccc(C)cc2)CC1
 : 0, 9, /, 3, ?, -1, /, -10, 0.1, -5
CCOC(=O)N1CCC(N2C(=O)c3ccccc3C2Nc2ccc3c(C)cc(=O)oc3c2)CC1 (centres undefined)
 : 0, 3, -27, -1, -6, 5, -3, -277, 0.4, -14
O=C(NCc1ccc(Cl)cc1)c1ccc(CNc2c(N3CCCC3)c(=O)c2=O)cc1
 : -5, 3, 29, -8, -1, 2, 2, 0, -0.6, 4
COc1cc(S(=O)(=O)NCC2CCCO2)c(OC)cc1Cl (centres undefined)
 : -4, -1, -10, 9, -4, 6, -1, 17, 0.3, -12
O=C(CSc1nnc2ccccn12)Nc1ccccc1C(=O)O
 : -2, -1, 4, 5, -6, -11, 0, 3, 0.3, -8
Cc1ccc(C)c(C(=O)CN2C3=NCCCN3c3ccccc32)c1
 : 14, -2, 7, -1, -6, -10, 0, -17, 0.8, 2
O=C(NCCN1CCOCC1)c1cccs1
 : 4, -1, -15, -6, 0, -7, -1, 3, -0.3, -7
Cc1cccc2cc(CN(Cc3nnnn3C3CCCC3)C3CCCCC3)c(=O)[nH]c12
 : -8, 4, /, 4, -4, -4, -3, -15, 0.2, 3
CC(C(=O)Nc1ccccc1F)N1C(=O)c2ccccc2C1=O (centres undefined)
 : 0, -5, 21, 6, -5, -4, -1, -6, -0.4, 0
Cc1cccc(S(=O)(=O)NC(=O)C2(C)CCN2C(=O)Cc2ccc(C(C)(C)C)cc2)c1 (centres undefined)
 : /, -1, /, /, 1, 8, /, 24, -0.1, /
Cc1nc(C(=O)N2CCC(C)(C(=O)NS(=O)(=O)C3CC3)C2)c(C)o1 (centres undefined)
 : /, -4, /, /, 3, 9, /, 9, -0.1, /
CCCCC(O)(CCCC)C(=O)NN(C(=O)OC)c1ccc(C)cc1
 : -3, 2, 21, 2, 2, 10, 2, -3, -3.3, -7
COc1ccc(NC(=S)N2CCc3cc(OC)c(OC)cc3C2)cc1
 : 5, -2, 17, -5, 7, 3, 2, -4, -0.2, 0
CP(=O)(Nc1ccccc1)C(Cl)(Cl)Cl (centres undefined)
 : 3, -1, 20, 8, -1, -3, 2, -11, -0.5, 1
O=c1[nH]c(=O)n(CCC2=CCCCC2)c(O)c1/C=N/N1CCOCC1
 : 3, 22, 4, -9, ?, 3, 4, -10, 1.4, /
O=C(c1ccc2c(=O)n3c(nc2c1)CCC3)N1CCN(S(=O)(=O)c2cccc(F)c2)CC1
 : 5, /, /, -2, /, -4, /, -5, /, -8
N#CCOc1ccccc1CNC[C@H]1O[C@@H](n2cnc(C(N)=O)n2)[C@H](O)[C@@H]1O
 : 7, -1, /, /, -1, 9, /, 12, 0.0, 1
CCOc1ccc(N=C2C(=O)N(CN3CCOCC3)c3ccccc32)cc1
 : 15, -1, 10, 2, -22, -3, -2, 1, -0.1, 5
Cc1nnc(SCc2ccc(C(=O)Nc3cc(Cl)ccc3C)cc2)s1
 : -2, -1, 34, -13, 0, 3, 4, 3, -0.5, 7
COc1ccc(OC)c(/C=N/NC(=O)c2ccc3nc[nH]c3c2)c1
 : 4, -15, 16, 4, ?, 2, 0, -23, ?, i
COc1ccccc1Oc1coc2c(CN(C)C)c(O)ccc2c1=O
 : 2, -4, 4, -3, 6, 1, 6, -128, -0.7, -12
CC(C)(C)c1ccc(C(=O)NCCC(=O)NC2=NCCS2)cc1
 : 10, -6, /, 1, -15, 4, /, 3, -7.0, -9
Clc1ccc2nc3c(c(-c4ccccc4)c2c1)CNCC3
 : -4, -1, 7, 6, -5, -13, 1, -12, 0.6, 4
O=C1N[C@@H](Cc2ccccc2)COC(=O)[C@@H](Cc2ccc(F)cc2)CC/C=C/C[C@@H]1CC(=O)N(CCO)Cc1ccccc1
 : -7, 0, /, -31, 0, 1, /, 3, 0.8, -8
COc1ccc(CC(=O)OCC(=O)c2ccc(OC)c(OC)c2)cc1
 : 5, /, /, 7, /, -3, /, 7, /, -8
NC1=NC(c2cn[nH]c2-c2cccc(F)c2)n2c(nc3ccccc32)N1 (centres undefined)
 : 10, -4, -8, -1, 0, -1, 3, 5, -0.2, 6
Cc1ccc(C)c(NC(=O)NNC(=O)c2cc3occc3[nH]2)c1
 : 9, 4, -17, 3, -7, 1, 0, -11, 0.3, 7
O=C(O)c1cnn(-c2nc(-c3ccc(F)cc3)cs2)c1C(F)(F)F
 : -5, -1, 10, 0, -10, 8, 3, 5, -3.1, -2
O=C(O)CC1Cc2ccccc2C1C(=O)O (centres undefined)
 : 3, -3, /, /, 7, 4, /, -9, -0.7, -12
CCOc1ccc(NC(=O)C(C)NS(=O)(=O)c2ccc(NC(C)=O)cc2)cc1 (centres undefined)
 : 3, -2, 4, -18, -8, -2, 1, -6, 0.6, 5
O=C(NC1CCSc2ccccc21)c1c(F)cccc1Cl (centres undefined)
 : 3, 3, 0, 0, 9, 0, 7, 11, 2.0, 9
COc1cc(OC)cc(OC(=O)c2cccc(S(=O)(=O)N3CCN(C)CC3)c2)c1
 : -4, 10, /, 4, 5, 3, /, 16, 5.5, -5
CCOC(=O)c1ccccc1NS(=O)(=O)c1ccc(S(=O)(=O)N2CCCC2)cc1
 : -15, 4, 48, -6, 2, 9, 0, 8, 0.8, -1
Cc1cc(C(=O)COC(=O)c2ccc[nH]c2=O)c(C)n1-c1ccc(Br)cc1
 : -13, -2, 6, -2, -12, 6, 3, 1, -1.3, 4
COc1ccc([C@@H]2CC=C(C(=O)O)[C@H](c3ccc(Cl)cc3)N2S(=O)(=O)c2ccccc2C)cc1
 : 0, -4, /, -3, -12, 8, /, 25, -0.5, -6
CC(=O)N1CCN(C(=O)CCCNC(=O)c2ccc(Cl)cc2)CC1
 : -2, 1, 10, 6, 12, 2, 6, -1, 2.4, -5
N#Cc1nc(-c2ccco2)oc1N1CCCC1
 : 0, -3, 0, 2, -3, 2, 0, -69, 1.0, 0
Cc1ccc(SCC(=O)OC(C)C(=O)NC2CCCCC2C)c(C)c1 (centres undefined)
 : -5, -2, /, 5, -17, 3, /, 3, -3.1, -4
O=C(COC(=O)/C=C/c1ccc(Cl)cc1)Nc1ccccc1-c1ccccc1
 : 5, -2, 0, -5, -2, 2, 2, -26, -0.2, -10
Cc1ccc(NS(=O)(=O)c2ccc3c(c2)CC(=O)N3)cc1F
 : 2, -3, /, -21, -1, 1, /, 6, -0.1, -2
O=C1CCCC(O)=C1N=Nc1ccc(C(=O)O)cc1
 : 5, -7, -2, 10, -5, -14, 3, 5, -1.3, 2
COc1cc2c(cc1OC)C(c1ccc(Br)cc1)NCC2 (centres undefined)
 : 7, /, /, -1, /, -13, /, 3, /, -2
CCCCS(=O)(=O)N1CCC(C(=O)Oc2ccc(Cl)cc2)CC1
 : -3, 24, 2, -3, ?, 1, 6, 5, 3.4, -2
CCOc1ccc(N2C(=O)/C(=C\c3cccs3)C(=O)NC2=S)cc1
 : 0, /, 19, -4, /, -6, 5, 22, /, -10
CCCCCc1nc2sc3c(c2c(=O)n1NC(=O)c1ccc([N+](=O)[O-])cc1)CC(C)(C)OC3
 : 16, 0, 22, -8, -3, 3, 2, 9, -0.5, 21
OC[C@@H](O)[C@@H](O)[C@H](O)[C@H](O)CO
 : -8, 3, /, -1, -6, 6, /, 4, 0.2, -4
Cc1c(C(=O)OCC(=O)N2CC(=O)Nc3ccccc32)oc2ccc(Br)cc12
 : -27, -2, 15, -1, 8, -8, -1, 9, 0.9, 7
CCCC(C)NC(=O)c1ccc2[nH]c3c(c2c1)CC(C)CC3 (centres undefined)
 : 0, -4, 8, 5, -2, 7, 2, 8, -1.7, 4

Six structures from above, sorted by molecular weight, ascending.
Each structure is followed by: MazF activator, Anthrax LF inh2, DUSP3 inh, Rv3671c protease, BoNT F protease, PrPC TRFRET, 3CLpro inhibitor, CCHFV vOTU inh, BoNT A protease, SSB-PriA inh
Clc1ccc2nc3c(c(-c4ccccc4)c2c1)CNCC3
 : -4, -1, 7, 6, -5, -13, 1, -12, 0.6, 4
O=C(NC1CCSc2ccccc21)c1c(F)cccc1Cl (centres undefined)
 : 3, 3, 0, 0, 9, 0, 7, 11, 2.0, 9
COc1ccc(CC(=O)OCC(=O)c2ccc(OC)c(OC)c2)cc1
 : 5, /, /, 7, /, -3, /, 7, /, -8
NC1=NC(c2cn[nH]c2-c2cccc(F)c2)n2c(nc3ccccc32)N1 (centres undefined)
 : 10, -4, -8, -1, 0, -1, 3, 5, -0.2, 6
COc1cc2c(cc1OC)C(c1ccc(Br)cc1)NCC2 (centres undefined)
 : 7, /, /, -1, /, -13, /, 3, /, -2
CCOC(=O)c1ccccc1NS(=O)(=O)c1ccc(S(=O)(=O)N2CCCC2)cc1
 : -15, 4, 48, -6, 2, 9, 0, 8, 0.8, -1

One compound at a time, as listed above. Order of values: MazF activator | Anthrax LF inh2 | DUSP3 inh | Rv3671c protease | BoNT F protease | PrPC TRFRET | 3CLpro inhibitor | CCHFV vOTU inh | BoNT A protease | SSB-PriA inh
Shown for N#Cc1nc(-c2ccco2)oc1N1CCCC1 = 0 | -3 | 0 | 2 | -3 | 2 | 0 | -69 | 1.0 | 0
Shown for Cc1ccc(C)c(NC(=O)NNC(=O)c2cc3occc3[nH]2)c1 = 9 | 4 | -17 | 3 | -7 | 1 | 0 | -11 | 0.3 | 7
Shown for COc1ccc(CC(=O)OCC(=O)c2ccc(OC)c(OC)c2)cc1 = 5 | / | / | 7 | / | -3 | / | 7 | / | -8
Shown for COc1cc2c(cc1OC)C(c1ccc(Br)cc1)NCC2 (centres undefined) = 7 | / | / | -1 | / | -13 | / | 3 | / | -2

High-throughput results from PubChem BioAssay.
